Source: PubChem BioAssay (several laboratories)
NR2E3 ag-1 – activates human NR2E3 receptor. CHO-S Gal4-NCOR/VP16-NR2E3 two-hybrid, luciferase. AID 602229. Q9Y5X4. hit rate 0.35% among 360,000. inhibition of corepressor binding, % at 3.98 µM;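 active = inhibition above the mean of all tested compounds plus 3 SD, cut at about 70% in these data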;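 note: 0% = DMSO with NR2E3 transfected cells and 100% = cells lacking NR2E3 construct; higher means lower luciferase signal from less NR2E3 corepressor binding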
Target sequence (Q9Y5X4 whole entry, looked up, the tested form may be a part): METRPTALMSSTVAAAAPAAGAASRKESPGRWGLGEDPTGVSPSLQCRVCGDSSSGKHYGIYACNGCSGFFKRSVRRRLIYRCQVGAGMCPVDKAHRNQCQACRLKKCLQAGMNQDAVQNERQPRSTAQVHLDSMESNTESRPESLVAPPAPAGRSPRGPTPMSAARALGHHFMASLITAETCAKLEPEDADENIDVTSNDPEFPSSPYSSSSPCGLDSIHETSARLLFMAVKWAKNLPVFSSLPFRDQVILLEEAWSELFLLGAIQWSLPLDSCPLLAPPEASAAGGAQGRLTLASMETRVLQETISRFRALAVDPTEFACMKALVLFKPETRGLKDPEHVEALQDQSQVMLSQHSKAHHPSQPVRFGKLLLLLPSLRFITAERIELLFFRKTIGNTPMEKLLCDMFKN
NR2E3 ag-2 – activates human photoreceptor nuclear receptor NR2E3 | GST-NR2E3/biotin-RetCOR TR-FRET, 1536-well | inhibition of corepressor binding, % at 4.78 µM | Q9Y5X4 | AID 2300 | hit rate 0.12% among 320,000;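 active = percent inhibition above the cutoff of mean plus 3 SD of all tested compounds, set per screening campaign, cut at about 20% in these data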;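 note: 0% = DMSO wells and 100% = biotin wells as full block of FRET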
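System: GST-tagged NR2E3 plus biotinylated RetCOR corepressor; Buffer or medium: pH 7.5 Tris-based buffer; Probe or stimulus: RetCOR corepressor, biotinylated, 7 nM; Doses: compound at 4.8 µM, single dose; Schedule: 5 h incubation at 4 °C; Technique: time-resolved FRET; Evaluation: percent inhibition of TR-FRET ratio; Replication: one well per compound, singlicate testing.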
TWEAK Fn14 block – blocks TWEAK-Fn14 interaction in a reporter cell assay. TWEAK-stimulated Fn14 reporter cells, luciferase luminescence, 8 h. inhibition, % at 10 µM. hit rate 2% among 360,000; in the data active = inhibition above about 50%
Peg3 prom inh – reduces Peg3 promoter-driven luciferase expression in HeLa; HeLa PEG-Prom luciferase reporter, luminescence, overnight; inhibition, % at 20 µM; hit rate 1.7% among 360,000;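 active = inhibition of at least 50% at 20 µM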
Shn3 inh set2 – inhibitors of Schnurri-3 3'UTR reporter in osteoblasts | Clone20 osteoblast Shn3 3'UTR firefly luciferase, 24 h | inhibition, % at 12.5 µM | hit rate 0.52% among 360,000;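 active = mean inhibition of at least 75% with every replicate also reaching 75%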;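 note: 0% = median of neutral control wells and 100% = pilot-screen positive control compound; some compounds past the cut are filed as inactive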
hiPSC survival – enhancers of human iPSC single-cell survival; hiPSC single-cell survival, ATPlite luminescence; 100% = ROCK inhibitor wells, 0% = DMSO; AID 602274; survival enhancement, % at 20 µM; hit rate 0.044% among 360,000; in the data active = survival enhancement above about 18%;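 note: cells exposed to compounds for 16 hours before the ATP read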
CF NFkB inh – cystic fibrosis NF-kB activation inhibition | KKLEB NF-kB-GFP reporter, PAF-induced, GFP fluorescence overnight | inhibition, % at 5 µM | hit rate 0.86% among 360,000;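 active = at least 50% inhibition at 5 µM, scaled per plate between neutral and stimulator controls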;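 note: PAF is a Pseudomonas aeruginosa culture filtrate used as stimulus; plate controls were PAF-stimulated DMSO wells for no effect and unstimulated DMSO wells for full effect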
KKLEB cytotox – CF airway cell cytotoxicity counter-screen; hit rate 0.36% among 360,000; KKLEB CF airway cells viability, ATPlite luminescence, overnight; stronger effect = lower value; cells stimulated with P. aeruginosa culture filtrate; activity change (cytotoxicity), % at 5 µM;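 active = corrected activity change at or below -50% at 5 µM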
HIF-2a block – blocks HIF-2a reporter activity. 786-0 RCC cells HIF-2a reporter, luciferase luminescence, overnight. hit rate 0.72% among 360,000. AID 624352. inhibition, % at 18.8 µM;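 active = inhibition of the luminescence signal of 40% or more relative to plate controls, in a single-dose primary screen at 18.75 µM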
aDG glyco up – alpha-DG glycosylation activation; Pro5-aDG cells, alpha-DG glycosylation AlphaScreen (IIH6); 0% Pro5, 100% B10-LARGE cell signal; activation, % at 10 µM; hit rate 0.22% among 360,000; AID 624168;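 active = activation of at least 8% versus controls, or a plate z-score of at least 8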;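 note: Pro5 are CHO cells carrying HIG-tagged alpha-DG that lacks glycosylation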
MITF TRPM1 inh – reduces MITF-dependent TRPM1 promoter luciferase signal; SK-MEL-5 TRPM1 promoter luciferase, 24 h; inhibition, % at 12.5 µM; hit rate 0.83% among 330,000;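 active = mean inhibition across replicates of 60% or more, whatever share of single replicates reaches that level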; note: values of inactives mirror those of a sister screen read the other way
Active calls of the source: *; nt = no result given.

SMILES	NR2E3 ag-1	NR2E3 ag-2	TWEAK Fn14 block	Peg3 prom inh	Shn3 inh set2	hiPSC survival	CF NFkB inh	KKLEB cytotox	HIF-2a block	aDG glyco up	MITF TRPM1 inh
O=C(O)c1cc2c(cc1NC(=O)c1ccccc1C(F)(F)F)OCCCO2	-16	-1	12	4	-6	2.6	-2	2	9	-0.1	7
CCOc1ccc(S(=O)(=O)N2CCCC(C(=O)NCc3ccccn3)C2)cc1C (stereo not drawn)	39	1	17	18	11	-0.3	15	-8	3	0.2	16
CCC1(CC)NC(=O)N(CC(=O)OCC(=O)NC(=O)c2ccc(Cl)cc2)C1=O	-9	3	-9	14	-8	0.8	16	6	15	-0.3	1
COC(=O)C1=C(C)N(CCc2ccccc2)C(=O)C1	-19	2	1	0	-7	1.2	-11	12	-19	0.2	-16
O=C1CCCC2=C1C(c1cccc(O)c1)c1c(ccc3ncccc13)N2 (stereo not drawn)	-14	2	10	9	0	0.6	-16	-4	21	-0.7	2
Cc1cccc(-n2c(=O)[nH]c3c(C(N)=O)nc(C(C)C)nc32)c1	2	7	-4	19	-11	0.7	29	-4	-13	0.8	-5
O=C(Nc1ccc(N2CCOCC2)cc1)C1CCCCN1S(=O)(=O)c1ccccc1 (stereo not drawn)	-13	1	0	7	-18	-0.6	-2	0	9	0.1	5
Cc1ccc(NC(=O)C2CCCN(S(=O)(=O)c3ccc(-n4cnnn4)cc3)C2)cc1 (stereo not drawn)	-20	4	-4	5	3	0.3	9	-5	11	0.1	12
CC1CN(C(=O)/C=C/c2ccc3c(c2)OCO3)CC(C)O1 (stereo not drawn)	-16	0	-2	3	-11	2.8	-12	14	-4	0.3	0
NC(CCC(=O)NC(CS)C(=O)NCC(=O)O)C(=O)O (stereo not drawn)	-5	nt	5	4	-3	-1.1	-14	1	12	0.6	-22
CN(C)C(=O)C[n+]1ccc(/C=N/O)cc1	2	1	-12	10	3	2.1	-4	-6	21	0.3	-10
COc1cccc(CN2CCCC(C(=O)c3ccc4c(c3)OCO4)C2)c1O (stereo not drawn)	-5	0	8	-2	10	0.5	-1	4	15	0.0	-3
CCOc1cc(C2NC(=S)NC(C)=C2C(=O)Nc2ccc(OC)cc2)ccc1O (stereo not drawn)	23	0	-22	3	2	1.5	8	-3	15	-0.1	1
COc1ccc(C(=O)COC(=O)CN2C(=O)NC3(CC(C)CC(C)(C)C3)C2=O)c(OC)c1 (stereo not drawn)	-13	-1	-2	1	4	0.7	20	-4	11	-0.2	-1
Cc1ccc(S(=O)(=O)NC(Cc2ccccc2)C(=O)O)cc1C (stereo not drawn)	-37	-2	3	13	-12	-0.1	-2	4	7	0.0	6
Cc1cccc(N(C(=O)c2csnn2)C(C(=O)NCc2ccccc2)c2ccc(C)o2)c1 (stereo not drawn)	-6	-2	4	9	21	0.1	-4	-4	13	0.0	1
O=C(O)C1CCCCC1C(=O)Nc1nc(-c2ccc(Cl)s2)cs1 (stereo not drawn)	-26	-1	-6	7	3	-1.8	-36	2	-9	0.5	7
O=C(Nc1ccccc1Cl)NC1(C(=O)NCc2ccncc2)CCCCC1	9	3	0	9	5	0.4	-3	-9	6	-0.1	-4
Cn1nc(C(C)(C)C)cc1NC(=O)C1(C)CCN1C(=O)C1(c2ccccc2)CC1 (stereo not drawn)	-6	nt	7	9	5	-1.4	-8	8	17	0.1	nt
CSc1ccc(CN2CCC(C(=O)NCc3ccc(C)cc3)CC2)cc1	-11	2	-8	7	-7	-1.4	6	2	6	2.1	13
NC(=O)C1CCN(C(=O)c2cn(-c3ccccc3)nc2-c2cccnc2)CC1	-10	-5	1	-3	-27	-0.2	0	-2	7	-0.3	4
Cc1cc(OCC(=O)NCc2ccccn2)c2c(C)c(Cc3ccccc3)c(=O)oc2c1	-12	0	11	43	29	1.3	0	-22	8	0.2	17
COc1cc(OC)cc(-c2c(C#Cc3ccsc3)c3cc(-c4cc(F)cc(F)c4)ccc3n2C)c1	-3	nt	-6	-5	-6	-1.4	-10	-8	15	-0.2	-5
COc1ccccc1Nc1ccc(NC(=O)c2cccc([N+](=O)[O-])c2C)cc1	-34	1	48	-98	-7	-0.2	-5	-14	-158	0.5	-10
CCc1c(C)c2cc(Cl)c(O)c(CN(CC)CC)c2oc1=O	-25	0	-65	-46	18	-0.2	-2	8	-33	-0.1	-10
O=C(Nc1cccc([N+](=O)[O-])c1)c1ccc2ccccc2c1O	-42	-3	53*	-238	0	-0.4	37	-35	-454	0.5	-6
COC(=O)[C@@]1(Cc2ccccc2)[C@H]2C(=O)N(C)C(=O)[C@H]2[C@H]2CN=C(SC)N21	20	nt	-3	-7	1	1.1	1	14	2	0.1	-6
O=C(NC1CC1)c1ccc(S(=O)(=O)NCC2CCCCC2)cc1	6	4	8	12	36	1.7	1	-6	18	0.6	2
O=C1CSC(c2ccco2)N1 (stereo not drawn)	-7	0	-2	1	-2	2.4	4	8	12	-0.3	3
CC1(C)Nc2ccccc2C(=O)N1NS(=O)(=O)c1ccccc1	-3	0	8	5	-23	2.3	11	-6	15	0.1	1

Structures listed so far containing a Cl atom:
SMILES	NR2E3 ag-1	NR2E3 ag-2	TWEAK Fn14 block	Peg3 prom inh	Shn3 inh set2	hiPSC survival	CF NFkB inh	KKLEB cytotox	HIF-2a block	aDG glyco up	MITF TRPM1 inh
CCC1(CC)NC(=O)N(CC(=O)OCC(=O)NC(=O)c2ccc(Cl)cc2)C1=O	-9	3	-9	14	-8	0.8	16	6	15	-0.3	1
O=C(O)C1CCCCC1C(=O)Nc1nc(-c2ccc(Cl)s2)cs1 (stereo not drawn)	-26	-1	-6	7	3	-1.8	-36	2	-9	0.5	7
O=C(Nc1ccccc1Cl)NC1(C(=O)NCc2ccncc2)CCCCC1	9	3	0	9	5	0.4	-3	-9	6	-0.1	-4
CCc1c(C)c2cc(Cl)c(O)c(CN(CC)CC)c2oc1=O	-25	0	-65	-46	18	-0.2	-2	8	-33	-0.1	-10

The list continues.
SMILES	NR2E3 ag-1	NR2E3 ag-2	TWEAK Fn14 block	Peg3 prom inh	Shn3 inh set2	hiPSC survival	CF NFkB inh	KKLEB cytotox	HIF-2a block	aDG glyco up	MITF TRPM1 inh
OCCC1CN(Cc2nc3c(s2)CCCC3)CCN1Cc1ccccc1 (stereo not drawn)	2	-3	5	-5	2	0.4	18	-12	-2	0.2	-1
Cc1ccc(NC(=O)CSc2nnc(CCCCCNC(=O)OC(C)(C)C)o2)c(C)c1	-3	0	13	12	-1	-3.5	6	9	-16	0.4	-5
CCN(CCO)Cc1csc2cccc(Br)c12	-45	2	-11	4	3	-1.3	8	-3	26	0.1	6
COc1cc(/C=C/C(=O)OCC(=O)NCc2ccco2)ccc1OCC#N	-1	3	3	22	0	-1.9	-2	-16	4	0.0	8
Cc1ccc(C2=NN(CC(=O)NCCC(C)C)C(=O)CC2)cc1	-4	1	2	7	-11	-0.5	1	8	9	0.0	nt
CC(C)(CC1(C)NC(=O)NC1=O)OCc1ccccc1 (stereo not drawn)	-26	nt	5	9	0	-0.4	-18	2	7	0.3	-1
CCN(CC(=O)NC(C)(C)C)C(=O)CCl	1	2	0	1	1	-1.8	16	-7	9	0.2	12
Cc1cccc(NC2=Nc3ccccc3N3C2=Nc2c(c(C)nn2-c2ccccc2)C3c2ccc(O)c(O)c2)c1 (stereo not drawn)	-44	6	18	46	-2	3.0	-42	19	14	-0.1	18
COc1ccc(/C=N/Nc2nc(-c3ccc(C)cc3)c(NC(C)=O)s2)cc1OC	-18	3	-10	-2	-9	0.3	7	-6	10	0.0	-9
O=C(Nc1ccncc1)c1ccc2c(c1)C(=O)N(CC1CCCO1)C2=O (stereo not drawn)	1	-1	2	1	3	0.7	13	0	10	0.0	-16
Nc1nnnn1/N=C/c1ccco1	-12	-1	18	-13	-12	-1.3	-14	-4	15	-0.1	-8
COC(=O)N/N=C1/C/C(=N\NC(=O)OC)c2ccccc21	-56	-3	2	-2	20	-0.9	-22	12	12	0.6	47
CCCCSc1nc(C)cc(SCC(=O)N/N=C/c2cccc(OC)c2O)n1	-17	0	103*	53*	83	-0.3	10	0	19	0.5	50
O=C(/C=C/c1ccccc1)Oc1cccc2cccnc12	6	4	-1	9	27	-0.6	-13	6	22	0.8	18
C=C(C)CNC(=S)Nc1ccc(S(=O)(=O)Nc2cnc3ccccc3n2)cc1	1	1	-4	3	7	0.4	-12	-4	11	-0.1	8
O=C(O)CCC(=O)N1CCc2cc(S(=O)(=O)N3CCC(Cc4ccccc4)CC3)ccc21	-1	4	-1	9	11	1.3	-16	2	7	-0.1	nt
CCc1ccc(NC(=O)c2noc3c2CCc2ccccc2-3)cc1	-44	-2	-25	-170	-26	6.3	-8	2	-163	-0.2	-48
CCn1c(C(=O)NCc2cccnc2)cc2sc(Cl)cc21	-17	2	16	9	13	4.0	-5	-5	16	0.4	5
CC(=O)Nc1cccc(-c2cc(NC(C)=O)c3ncc(-c4ccccc4)n3c2)c1	-5	nt	89*	21	30	-2.6	-18	-5	2	0.0	nt
NNC(=O)Cn1c2ccccc2c2ccccc21	-26	3	7	14	-4	0.0	11	-5	16	0.0	-5
Cn1c(N2CCOCC2)c(/C=N/OC(=O)c2ccc(F)cc2)c2ccccc21	-11	0	7	9	1	-0.4	20	-15	15	6.3	5
Oc1cccc(Nc2ncnc3c2oc2ccccc23)c1	-125	-1	31	-323	-81	-0.5	0	-1	-188	-0.2	-80
Cc1ccc([N+](=O)[O-])cc1NC(=O)c1cccs1	-19	4	-2	-3	0	-0.5	-5	-10	-13	-0.3	14
Cc1ccc(S(=O)(=O)N2CCC(C(=O)N(C)C3CCS(=O)(=O)C3)CC2)cc1 (stereo not drawn)	-19	-4	-2	5	10	-0.4	4	-5	8	0.0	13
Cc1ccc(N2CC(C(=O)NC3=NCCS3)CC2=O)cc1C (stereo not drawn)	1	-2	-31	6	3	-2.1	-4	7	17	-0.1	5
COc1ccccc1CCNC(=O)c1c(N)[nH]c(C(=O)c2ccccc2)c1-c1ccc(Br)cc1	-22	nt	31	nt	nt	0.1	nt	nt	-37	-0.1	nt
Cc1ccc2c(C)c(C(=O)N(Cc3ccc(N(C)C)cc3)C3CCS(=O)(=O)C3)oc2c1 (stereo not drawn)	-28	3	2	24	-3	0.9	0	-13	6	-0.5	0
CCCN(CC(=O)Nc1ccccc1C)C(=O)c1ccc(Cl)c(S(=O)(=O)N2CCCC2)c1	1	2	-6	15	3	0.2	6	3	7	0.5	2
COC(=O)c1ccc(COc2cccn3c(N(C)C(=O)CCC4CCCC4)c(C)nc23)cc1	0	nt	52*	23	34	0.6	10	-8	3	0.4	nt
CC(=O)c1cccc(NC(=O)Cc2ccc3c(c2)CCCC3)c1	-38	3	4	-12	13	11	2	-9	-34	0.1	-14
Cc1cccc(NS(=O)(=O)c2c(C)noc2C)c1	-5	7	9	22	16	-0.3	3	-8	11	0.2	-4
